SIAH1 antagonists – Siah-1 peptide-binding antagonists, primary screen, biochemical, fluorescence polarization, rhodamine-plectin, uHTS (AID 1817) | displacement, % at 20 µM, or IC50 in µM where a hit was titrated | E3 ubiquitin-protein ligase SIAH1 (Homo sapiens) | Siah-1 / rhodamine-plectin peptide fluorescence polarization; higher % means a stronger effect | hit rate 0.02% among 290,000;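 active means displacement of at least 50% at 20 µM, with a fluorescence ratio check between 0.3 and a set limit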;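 further: plate controls were Siah plus tracer with DMSO for no effect and tracer alone without Siah for full effect; strong numbers were not always called active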
GPR35 arrestin U2OS – GPR35 antagonists blocking zaprinast-driven arrestin recruitment, primary screen, imaging, U2OS, beta-arrestin-GFP, zaprinast agonist (AID 2058) | G-protein coupled receptor 35 (Homo sapiens) | hit rate 0.052% among 290,000 | inhibition, % at 10 µM; hits with a dose series show IC50 in µM | U2OS GPR35 beta-arrestin-GFP translocation imaging, zaprinast antagonism; higher % means a stronger effect;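 active means inhibition of at least 50% with at least 30 cells and total cytoplasm GFP at most 10,000,000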
NOD1 inhibition – NOD1 signaling inhibitors, primary screen, cell-based, luminescence, uHTS (AID 1578). NOD1-driven NF-kB luciferase reporter cells, luminescence; higher % means a stronger effect. one-dose inhibition, % at 4 µM; EC50 in µM for titrated hits. hit rate 1% among 290,000; in the data active means inhibition mostly above about 36%, no sharp cut-off; inactive means mostly below about 34%;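 further: HEK-293T reporter cells stimulated with the NOD1 agonist gamma-tri-DAP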
HIV fusion peptide – inhibitors of HIV fusion peptide binding, primary screen, biochemical, uHTS, fluorescence dequenching (AID 1986). hit rate 0.3% among 290,000. inhibition, % at 20 µM; hits with a dose series show IC50 in µM. cell-free peptide binding, fluorescence dequenching, 30 min; higher % means a stronger effect; in the data active means inhibition mostly above about 52%, no sharp cut-off; inactive means mostly below about 76%; further: some results filed as inactive read as strong as hits
KOR beta-arrestin-1 – KOR antagonists, beta-arrestin recruitment, cell-based, luminescence, uHTS (AID 1778). Kappa-type opioid receptor (Homo sapiens). KOR beta-arrestin recruitment, luminescence, antagonist mode; higher % means a stronger effect. inhibition, % at 10 µM, or IC50 in µM where a hit was titrated. hit rate 0.091% among 290,000; in the data active means inhibition above about 50%; further: strong numbers were not always called active
GPR55 LPI antagonism – GPR55 antagonists blocking LPI-driven arrestin recruitment, primary screen, imaging, U2OS, beta-arrestin-GFP, LPI agonist (AID 2013) | U2OS GPR55 beta-arrestin-GFP translocation imaging, LPI antagonism; higher % means a stronger effect | one-dose inhibition, % at 10 µM; IC50 in µM for titrated hits | hit rate 0.13% among 290,000;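 active means spots per cell inhibited over 60%, with over 100 cells counted and total cytoplasm intensity under 500,000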;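 further: U2OS cells stably carrying GPR55 and arrestin-GFP stimulated by 5 µM LPI near EC80; imaged beta-arrestin-GFP aggregate spots per cell after agonist stimulation; plate controls were LPI-stimulated DMSO wells for no effect and DMSO wells without LPI for full effect; some results filed as inactive read as strong as hits; confirmed hits need IC50 under 10 µM and bright autofluorescent wells are also inconclusive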
KOR beta-arrestin-2 – KOR agonists, beta-arrestin recruitment, primary screen, cell-based, luminescence, uHTS (AID 1777); activation, % at 10 µM; hits with a dose series show EC50 in µM; Kappa-type opioid receptor (Homo sapiens); KOR beta-arrestin recruitment, luminescence; higher % means a stronger effect; hit rate 0.02% among 280,000; in the data active means activation above about 50%, passing the limit was not always enough; further: a part of the inactive calls stands beside numbers as strong as those of hits
AID2073 – inhibitors of Mint1-CaV2.2 protein interaction, biochemical, HTRF (AID 2073); HTRF protein-protein interaction, Mint1-CaV2.2; higher % means a stronger effect; Voltage-dependent N-type calcium channel subunit alpha-1B (Homo sapiens); inhibition, % at 20 µM, or IC50 in µM where a hit was titrated; hit rate 0.19% among 290,000; in the data active means inhibition mostly above about 51%, no sharp cut-off; further: some results filed as inactive read as strong as hits
GPR55 activation – GPR55 agonists via beta-arrestin recruitment, primary screen, imaging, U2OS cells, beta-arrestin-GFP redistribution (AID 1961); G-protein coupled receptor 55 (Homo sapiens); U2OS GPR55 beta-arrestin-GFP redistribution imaging; higher % means a stronger effect; hit rate 0.048% among 290,000; activation, % at 10 µM; hits with a dose series show EC50 in µM;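 active means activation above 40% with more than 50 cells counted in the well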;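 further: U2OS osteosarcoma cells stably expressing GPR55 and beta-arrestin-GFP; plate controls were DMSO negative control for no effect and LPI positive control for full effect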
Active calls of the source: *; x = no result given; [ ] = dose if it differs, or a comment. This is a subset; rates above refer to the full screens.

| SMILES | SIAH1 antagonists | GPR35 arrestin U2OS | NOD1 inhibition | HIV fusion peptide | KOR beta-arrestin-1 | GPR55 LPI antagonism | KOR beta-arrestin-2 | AID2073 | GPR55 activation |
| --- | --- | --- | --- | --- | --- | --- | --- | --- | --- |
| CCc1ccc(-c2cc(C)no2)cc1S(=O)(=O)N1CCN(c2cccc(C)c2C)CC1 | -2.1% | -11.7% | 3.3% | -1.3% | 13.2% | -4.4% | 5.4% | 16.3% | 0.2% |
| Cc1ccc(NC(=O)CSC(N)=O)cc1Cl | 2.1% | 6.0% | 4.7% | -2.8% | 14.0% | 7.0% | 12.3% | -6.7% | -0.3% |
| Cc1cc(NC(=O)CN2CCc3ccccc3C2)nc2c1c(=O)oc1ccccc12 | -3.3% | 6.0% | 5.1% | 0.7% | 7.7% | 7.9% | -0.1% | -2.5% | -0.1% |
| O=C(O)c1cccc(N=C2NC(=O)C(CO)(CO)S2)c1 | 8.6% | 1.3% | -27.5% | -0.6% | -13.6%[20 µM] | 2.4% | -1.5% | -0.1% | -0.1% |
| CCOc1ccc(/C=N/NC(=O)C(=O)NCc2ccco2)cc1 | -0.8% | -14.6% | -22.3% | -0.5% | -10.8% | 2.3% | -4.5% | 7.0% | -0.3% |
| COc1cc(C(=O)NNC(=S)NC(=O)/C=C/c2ccccc2)cc(OC)c1OC | -7.6% | 1.5% | 7.8% | 5.1% | -1.0% | -4.2% | 1.2% | -35.6% | 0.3% |
| Cc1cc(OC(C)C(=O)NCc2cccnc2)c2c(C)c(Cc3ccccc3)c(=O)oc2c1 (configuration not stated) | 16.7% | -6.8% | -1.7% | 2.8% | -15.0% | 12.6% | 0.5% | 35.2% | 0.3% |
| COC(=O)Nc1ccc(S(=O)(=O)N2CCC(C(=O)N3CCCC(C)C3)CC2)cc1 (configuration not stated) | -5.6% | 11.6% | 2.6% | -0.9% | -14.1%[20 µM] | -6.8% | -2.9% | 0.0% | -0.1% |
| CCCCC(c1nnnn1CC1CCCO1)N1CCN(c2cc(Cl)ccc2C)CC1 (configuration not stated) | 7.9% | 22.9% | -3.5% | 0.6% | -16.0% | 13.4% | 5.4% | -3.8% | 0.2% |
| CCCc1nnc(SCC(=O)Nc2ccc(C(=O)OCC)cc2)o1 | -1.9% | -5.7% | -13.3% | -0.2% | 0.8% | -20.2% | -6.2% | -2.4% | 0.8% |
| COP(=O)(CC(=O)c1ccccc1)CC(=O)c1ccccc1 | 3.3% | -10.4% | -17.9% | -0.3% | 27.7%[20 µM] | -9.0% | -7.6% | 0.5% | -0.1% |
| Nc1cc(N)nc(SCc2cc(=O)oc3cc4c(cc23)CCC4)n1 | -1.2% | -11.0% | -0.5% | 1.9% | 38.8% | 2.8% | -4.6% | 4.7% | 0.3% |
| Cc1[nH]n(-c2nc(-c3cccc([N+](=O)[O-])c3)cs2)c(=O)c1C | -1.1% | -4.7% | -71.7% | 4.2% | -19.8% | 2.1% | 2.2% | -6.3% | -0.2% |
| O=C(CCl)Nc1cccc(CP(=O)(c2ccccc2)c2ccccc2)c1 | 5.0% | -0.8% | 105.8%* | 0.5% | 5.2% | 6.5% | -7.3% | 34.7% | 0.0% |
| Cc1csc(NC(=O)CSc2nnc(C)s2)n1 | -5.5% | -28.5% | -33.1% | 1.7% | -31.6% | 5.5% | -9.7% | 5.0% | 0.2% |
| COc1ccc(C)cc1S(=O)(=O)N1CCCCCC1 | 2.8% | 3.9% | -1.0% | 1.8% | 4.5% | 5.7% | 1.3% | -5.4% | 0.6% |
| CCOC(=O)N1CCN(CCC(=O)Nc2cc(OC)ccc2OC)CC1 | -6.8% | 16.3% | -1.1% | -1.4% | -13.8%[20 µM] | -2.5% | -5.5% | -9.3% | 0.2% |
| CC1CN(C(=O)Cn2cnc3c2c(=O)n(C)c(=O)n3C)CC(C)O1 (configuration not stated) | 2.2% | -2.8% | -6.3% | -2.5% | x | -0.6% | x | 11.1% | 0.2% |
| Cc1ccc(NC(=O)C2COc3ccccc3O2)cc1C (configuration not stated) | 1.3% | -19.0% | -44.8% | 1.8% | 0.0%[20 µM] | 6.0% | 0.4% | 4.3% | -0.1% |
| CN1CCN(S(=O)(=O)c2ccc(NC(=O)Cc3ccc([N+](=O)[O-])cc3)cc2)CC1 | -3.9% | 1.6% | -9.3% | 0.1% | 14.5% | 10.1% | -4.7% | 7.6% | 0.0% |
| COc1cccc(CNn2c(-c3cccc(C)c3)nc3ccccc3c2=O)c1O | -1.3% | 6.4% | -2.1% | 0.5% | -16.3% | 4.8% | -0.5% | -8.2% | 0.0% |
| COc1ccccc1CN1CCNC(=O)C1CC(=O)NCc1c(C)n[nH]c1C (configuration not stated) | 9.9% | 0.2% | -35.0% | 0.1% | 20.7%[20 µM] | 3.7% | x | -11.7% | -0.1% |
| CC(C(=O)N1CCN(C)CC1)N1C(=O)c2ccccc2C1=O (configuration not stated) | -5.2% | -3.5% | 1.3% | -2.7% | -33.7% | -6.3% | 2.7% | -1.7% | 0.2% |
| O=C(c1ccc(Cn2c(=S)[nH]c3ccc(Br)cc3c2=O)cc1)N1CCN(C2CCCCC2)CC1 | -1.1% | -3.5% | -13.5% | -0.4% | 8.7% | 6.8% | 41.9% | -1.4% | 0.7% |
| COC(=O)c1c(C(=O)OC)c2n(c1C)CCS2 | -7.0% | -1.2% | -3.5% | 1.2% | -6.1% | 13.8% | 0.6% | 0.6% | -0.1% |
| CN(CC(=O)Nc1ccc(N2CCOCC2)cc1)C(=O)c1ccc(O)c(Cl)c1 | 11.1% | 4.1% | -13.9% | 1.4% | -2.3% | 7.5% | 4.7% | 0.7% | 0.4% |
| CC1(C)SC2c3ccccc3C(=O)N2[C@@H]1C(=O)NCCCN1CCOCC1 (some centres not stated) | -4.4% | -6.2% | 8.5% | 1.1% | 4.0% | -7.3% | -3.8% | -11.5% | -0.2% |
| O=C(CSc1nnc(NC(=O)C2CC(=O)N(c3ccccc3)C2)s1)NCc1ccco1 (configuration not stated) | 9.6% | -6.1% | -12.2% | 6.6% | -8.3% | -4.4% | 2.9% | 4.7% | -0.1% |
| COCCN(CCOC)S(=O)(=O)c1ccc(C(=O)Nc2nnc(COC)o2)cc1 | 7.0% | 1.5% | -19.3% | 0.5% | 3.7% | 7.7% | -6.9% | 10.6% | 0.1% |
| COc1ccc(C(NC(=O)c2c(F)c(F)c(F)c(F)c2F)c2ccccc2)cc1 (configuration not stated) | 8.8% | 17.9% | -14.4% | -0.8% | 32.3% | 1.8% | 0.6% | 6.4% | -0.3% |
| CCOC(=O)c1c(C)c(C(=O)N2CCc3ccccc3C2)c(C)n1CC | -4.9% | 2.9% | -36.1% | 11.6% | -30.5% | -2.0% | 4.9% | -4.2% | -0.2% |
| CCOCC(=O)Nc1ccc(S(=O)(=O)NCC2CCCO2)cc1 (configuration not stated) | 0.8% | 2.4% | -17.1% | 1.4% | -17.5% | -3.2% | 1.3% | -1.4% | -0.1% |
| CC(=O)c1cccc(NC(=O)COc2ccccc2)c1 | 5.7% | -8.5% | -28.8% | 3.4% | 28.0% | 4.3% | -2.7% | -2.7% | -0.1% |
| Fc1cccc(Nc2c3c(nc4ccccc24)CCC3)c1 | 2.2% | 4.2% | -8.5% | -1.5% | -15.1% | 20.2% | -1.1% | 12.7% | -0.1% |
| Cc1ccc2[nH]c(C(=O)O)c(NC(=O)c3ccccc3[N+](=O)[O-])c2c1 | 18.3% | -5.4% | -27.4% | 1.2% | -18.5% | 12.4% | -0.6% | -4.4% | -0.2% |
| Cc1scc(-c2n[nH]c(=S)n2Cc2ccccc2)c1C | 7.8% | 5.8% | -28.3% | 0.9% | -6.3% | 4.2% | 1.0% | -6.0% | 0.1% |
| CC(=O)c1c(C)[nH]c(C(=O)CSc2nnc3ccccn23)c1C | 4.3% | 13.0% | -28.1% | 0.1% | x | 65.0% | 0.0% | -7.5% | 0.6% |
| Nc1c(C(=O)Nc2ccccc2)sc2nc(-c3cccnc3)ccc12 | -6.7% | 9.2% | 1.5% | 4.9% | 13.4% | 4.4% | 2.6% | 47.9% | 0.0% |
| COC(=O)c1cccc(C23CC4(C2)[C@H](CN(Cc2cccnc2)[C@@H]4c2ccccc2)C3c2ccccc2)c1 (some centres not stated) | -2.0% | -11.5% | 6.9% | 1.2% | -16.2% | 7.1% | 1.2% | 17.1% | -0.1% |
| COc1cc(C(=O)NCc2ccc3c(c2)OCO3)ccc1OCc1c(C)noc1C | 0.7% | -6.1% | -13.4% | -2.5% | 11.3% | 18.5% | -1.7% | -2.2% | -0.1% |
| S=c1[nH]c2ccc(Cc3ccc4[nH]c(=S)[nH]c4c3)cc2[nH]1 | -5.7% | 26.4% | -31.5% | -0.3% | -15.5% | 5.9% | 7.5% | 41.9% | -0.1% |
| COc1cc(-n2c(=O)c3ccccc3n(Cc3cccc(F)c3)c2=O)cc(OC)c1OC | -2.3% | 9.4% | -4.6% | 5.1% | 0.5% | 0.0% | 0.9% | 7.9% | -0.6% |
| CCOC(=O)c1c2n(c3ccc(O)cc13)CCC2 | 3.1% | 1.1% | -17.8% | -2.5% | -14.5% | -2.5% | -4.5% | 5.1% | -0.4% |
| O=c1c2ccccc2nnn1CSc1nnc(-c2ccco2)o1 | 1.9% | -9.3% | -19.7% | 0.9% | -2.4% | -1.2% | 3.0% | -5.3% | -0.2% |
| Cc1cc(C)c(CN2CCN(Cc3ccc(C)o3)C(CCO)C2)c(-n2cccn2)c1 (configuration not stated) | -3.9% | 3.7% | 16.5% | -0.7% | -10.9%[20 µM] | -1.3% | 5.5% | 0.2% | -0.3% |
| O=C(Cc1c(O)c2ccccc2[nH]c1=O)N(Cc1ccccc1)Cc1ccccc1 | 1.1% | 8.8% | 4.8% | 1.4% | 6.8% | -2.2% | -3.2% | 4.3% | 0.0% |
| CCOc1cc(N2CCOCC2)c(OCC)cc1NC(=O)CN1CCC(Cc2ccccc2)CC1 | 0.9% | -5.7% | -11.0% | -1.0% | -27.7% | 2.1% | -5.5% | 4.0% | 1.4% |

An excerpt of the results above, as a working copy:
| SMILES | SIAH1 antagonists | GPR35 arrestin U2OS | NOD1 inhibition | HIV fusion peptide | KOR beta-arrestin-1 | GPR55 LPI antagonism | KOR beta-arrestin-2 | AID2073 | GPR55 activation |
| --- | --- | --- | --- | --- | --- | --- | --- | --- | --- |
| CCc1ccc(-c2cc(C)no2)cc1S(=O)(=O)N1CCN(c2cccc(C)c2C)CC1 | -2.1% | -11.7% | 3.3% | -1.3% | 13.2% | -4.4% | 5.4% | 16.3% | 0.2% |
| Cc1ccc(NC(=O)CSC(N)=O)cc1Cl | 2.1% | 6.0% | 4.7% | -2.8% | 14.0% | 7.0% | 12.3% | -6.7% | -0.3% |

Assay outcomes from PubChem.
